Measles CPE = protection of cells from measles virus | Measles virus-infected cells, CPE protection, absorbance | protection (pct of control), % at 4 µM | 140,000 compounds, 1.5% hits | AID 841; in the data active = protection mostly above about 24%, no sharp cut-off; inactive = mostly below about 26%; also: some compounds called inactive have numbers as strong as hits
HCT116 bCat-KO = beta-catenin-lacking colon tumor cell growth suppression. viability, % at 10 µM. HCT116 beta-catenin knockout viability, CellTiter-Glo, 60 h; active compounds read low. 140,000 compounds, 1.5% hits;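 active = viability at or under a set limit, the compound median less 4 SD, cut at about 6% in these data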;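 also: 0% = Hyamine 1622 control at 20 µM and 100% = untreated cell control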
Yeast life ext = extends the lifespan of yeast; AID 775; S. cerevisiae growth with nicotinamide, OD615; deaD strain in restrictive glucose medium; inhibition of the nicotinamide effect, % at 10 µM; 130,000 compounds, 0.68% hits;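 active = inhibition above a set limit, placed 3 SD over the median of all compounds, cut at about 26% in these data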;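 also: 0% = nicotinamide-treated wells and 100% = cells grown without nicotinamide; some compounds called inactive have numbers as strong as hits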
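Material: Modified budding yeast, DeaD strain | Medium: Restrictive glucose medium | Probe or stimulus: 1.5 mM nicotinamide | Dosing: Single dose 10 µM compound, 0.25% DMSO | Times: 48 h at 30 °C | Technique: OD615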
GALR2 blocker = antagonists of human galanin receptor 2 (GALR2) | O43603 | GALR2-expressing cells, antagonist mode | inhibition, % at 4 µM | 140,000 compounds, 0.39% hits; in the data active = inhibition above about 27%;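 also: cells stimulated with galanin 1-16 at roughly its EC80; 0% = agonist challenge control and 100% = basal control without agonist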
Target sequence (O43603 whole entry, looked up): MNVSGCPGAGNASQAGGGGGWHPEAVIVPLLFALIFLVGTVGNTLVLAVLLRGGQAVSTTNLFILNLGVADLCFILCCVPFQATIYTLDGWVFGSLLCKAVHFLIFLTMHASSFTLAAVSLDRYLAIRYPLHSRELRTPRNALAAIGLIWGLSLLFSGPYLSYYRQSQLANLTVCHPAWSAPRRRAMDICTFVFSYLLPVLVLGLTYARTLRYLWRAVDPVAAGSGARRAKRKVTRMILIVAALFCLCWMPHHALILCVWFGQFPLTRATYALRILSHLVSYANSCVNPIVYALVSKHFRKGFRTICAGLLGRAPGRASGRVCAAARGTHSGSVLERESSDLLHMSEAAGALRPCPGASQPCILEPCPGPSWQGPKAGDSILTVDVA
HCT116 PTEN-null = PTEN-deleted cell growth suppression | HCT116 PTEN-null viability, CellTiter-Glo, 60 h; active compounds read low | viability, % at 10 µM | 140,000 compounds, 1.2% hits | AID 827;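 active = viability at or below a set limit, 4 SD under the median of all tested compounds, cut at about 3.7% in these data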;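 also: PTEN knockout HCT116 line with beta catenin targeted HCT116 as companion control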
MRP1 act = activates MRP-1; H69AR cells + doxorubicin, viability rescue, CellTiter-Glo; viability increase, % at 10 µM; 140,000 compounds, 0.61% hits; AID 799;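 active = viability gain under doxorubicin at or above a set limit, the compound median plus 3 SD, cut at about 4.7% in these data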;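 also: MRP-1 overexpressing cells given doxorubicin 25 µM after compound pretreatment; 18-22 h compound pretreatment then 72 h with doxorubicin before readout; 0% = doxorubicin-only wells and 100% = vehicle-treated cells without doxorubicin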
Yeast growth inh = reduces growth of yeast BB579 in restrictive medium. S. cerevisiae BB579 growth, OD615, 48 h. inhibition, % at 10 µM. 140,000 compounds, 0.51% hits. AID 804;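 active = inhibition above a set limit, 3 SD over the mean compound inhibition, cut at about 44% in these data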; also: inactives centre near -24
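Test system: DeaD yeast strain BB579 / Buffer or medium: restrictive glucose-based CSMM-D medium / Doses: single 10 µM dose / Schedule: 4 h cell preincubation, 48 h compound exposure, 30 °C humidified / Technique: culture absorbance at 615 nm / Controls: amphotericin B positive control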
NPY-Y2 antag = NPY-Y2 (human) receptor antagonism; NPY-Y2 expressing cells, antagonist mode; inhibition, % at 2.7 µM; 140,000 compounds, 0.99% hits; in the data active = inhibition above about 17%;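 also: 0% = vehicle with agonist challenge and 100% = reference antagonist with challenge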
Target sequence (P49146 whole entry, looked up): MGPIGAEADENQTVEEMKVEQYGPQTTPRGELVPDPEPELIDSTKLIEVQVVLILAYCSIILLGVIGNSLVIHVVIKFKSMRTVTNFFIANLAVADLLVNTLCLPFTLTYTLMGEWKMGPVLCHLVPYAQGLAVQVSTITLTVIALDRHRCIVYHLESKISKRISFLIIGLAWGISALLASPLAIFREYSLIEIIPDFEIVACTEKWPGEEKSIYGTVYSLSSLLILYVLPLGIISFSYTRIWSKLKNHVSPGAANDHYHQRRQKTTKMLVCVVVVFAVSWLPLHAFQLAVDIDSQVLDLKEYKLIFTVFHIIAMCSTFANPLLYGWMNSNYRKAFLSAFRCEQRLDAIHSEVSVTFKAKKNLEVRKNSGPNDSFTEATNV
E-sel TNF inh = TNF alpha driven E-selectin expression inhibition. inhibition, % at 2 µM. 120,000 compounds, 0.71% hits. HUVEC TNFa-induced E-selectin immunofluorescence, high content;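 active = inhibition above the batch mean plus 3 SD, and confirmed as a hit on visual image review, cut at about 43% in these data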;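 also: 0% = TNF-stimulated DMSO wells and 100% = unstimulated control wells; not every result past the cut was called active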
Phagocytosis inh = macrophage phagocytosis inhibition; J774A.1 macrophage IgG-bead phagocytosis, imaging; 110,000 compounds, 0.07% hits; inhibition, % at 5 µM;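 active = inhibition above the mean of the plate negative controls plus 5 SD, cut at about 13% in these data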;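 also: phagocytic index as fraction of beads internalized from green versus red external bead signal; plate controls were DMSO negative control for no effect and cytochalasin-D positive control for full effect; some results beyond the cut were filed as inactive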
* = called active by the depositor; nt = no result given.

Every second line gives: Measles CPE	HCT116 bCat-KO	Yeast life ext	GALR2 blocker	HCT116 PTEN-null	MRP1 act	Yeast growth inh	NPY-Y2 antag	E-sel TNF inh	Phagocytosis inh
O=C(N=C1c2ccccc2CN1c1ccc(F)cc1)c1ccc(Cl)nc1
 : 9.3	83.0	23.8	-6.2	82.5	-3.5	-38.9	4.4	nt	-8.8
Cc1nc2ccc(F)cc2cc1C(=O)NC(C)C
 : 9.9	85.1	-14.1	9.2	92.0	-0.2	-6.0	1.4	nt	-0.4
OCCN(Cc1ccccc1)Cc1ccccc1F
 : 1.3	96.2	-2.2	4.6	97.0	-2.1	0.8	6.3	-5.9	-2.3
O=C(O)c1cn(-c2ccccc2)nc1-c1ccncc1
 : 5.5	87.5	-10.9	-2.4	96.7	-2.3	-9.9	3.6	3.9	-0.3
C(=N\NC1=Nc2cccc3cccc1c23)/c1ccccc1
 : 8.2	75.4	-1.4	22.0	96.0	-2.9	2.2	2.7	nt	6.4
Cc1cc(OCC(=O)N2CCCC2)ccc1Cl
 : 20.5	95.0	-8.8	12.9	94.4	-0.6	-27.9	2.2	-6.5	0.0
O=C(CSc1nnnn1-c1ccc2c(c1)OCCO2)OC1CCCCC1
 : 3.5	78.9	-17.5	-4.3	82.8	-0.6	-45.4	5.9	nt	0.3
COc1cccc(C=NCC(C)N=Cc2cccc(OC)c2O)c1O (centres undefined)
 : 20.4	69.8	-8.0	6.6	65.7	0.5	18.8	-0.2	nt	-4.1
CCCc1nc(SCC(=O)Nc2ccccc2OC)c2c(=O)n(C)c(=O)n(C)c2n1
 : 22.3	56.0	-5.0	10.1	52.7	0.0	-0.6	21.6*	-36.8	-1.3
N#Cc1c(-c2ccccc2)cc(C2CC2)nc1SCC(=O)c1cccs1
 : 16.9	86.5	-13.1	5.1	79.7	1.0	-54.0	0.3	-33.9	-0.5
O=C(CSc1nnc(-c2ccco2)n1Cc1ccccc1)NC(=O)NCc1ccco1
 : 5.8	95.8	-6.0	6.6	87.4	-1.6	-12.0	2.1	-1.5	-0.6
COc1cccc(-c2cc(C(=O)O)no2)c1
 : 3.5	91.4	-2.5	-1.2	91.7	-0.9	15.5	3.3	21.5	-0.3
COC(=O)C1C2C=CC3(CN(c4ccc(Cl)c(F)c4)C(=O)C13)O2 (centres undefined)
 : 23.3	87.5	2.6	6.9	81.1	0.2	-1.1	3.4	-25.5	0.6
C=C1C(=O)[C@@]23[C@H](O)C[C@@H]4C(C)(C)CC[C@H](O)[C@]4(C)[C@@H]2C[C@H](O)[C@@H]1[C@H]3O
 : 34.9	8.8	-0.8	-6.0	4.6	-4.3	-23.8	-0.7	4.2	nt
CCOC(=O)Cn1c(=O)c2c(nc(Br)n2Cc2ccccc2Cl)n(C)c1=O
 : 4.4	83.8	nt	11.3	77.8	-4.2	-44.0	3.9	3.8	nt
Cc1cc2cc(CNC(=O)c3cccs3)ccc2[nH]1
 : 17.4	94.5	-10.0	3.2	86.1	-1.6	-4.5	3.6	-0.7	2.5
Cc1snc(S(=O)(=O)Cc2c(Cl)cccc2Cl)c1C#N
 : 16.7	96.9	-26.1	-15.6	90.2	-2.8	-42.5	2.2	-12.7	1.2
Cc1cc(N/N=C/c2cccc(Cl)c2)nc(NCc2ccccc2)n1
 : 11.9	40.8	-13.0	-2.8	22.8	3.1	9.9	8.0	7.0	-12.9
Cc1cccc2cc(CN(CC3CCCO3)C(=O)c3cccnc3)c3nnnn3c12 (centres undefined)
 : 9.8	91.4	-3.1	-6.6	106.0	-0.8	-64.5	-0.9	nt	-1.3
COc1ccccc1N1CC(C)C(=O)NC1=S (centres undefined)
 : 5.2	97.8	8.5	14.6	98.4	-0.1	-27.3	0.6	nt	-3.6

(continued)
Every second line gives: Measles CPE	HCT116 bCat-KO	Yeast life ext	GALR2 blocker	HCT116 PTEN-null	MRP1 act	Yeast growth inh	NPY-Y2 antag	E-sel TNF inh	Phagocytosis inh
Cc1c(NC(=O)C2(c3ccccc3)CCCC2)c(=O)n(-c2ccccc2)n1C
 : 1.7	108.8	5.7	-9.3	104.3	-0.1	-38.7	-1.2	1.3	-0.6
COc1cc(CC(=O)Nc2cccc(C(F)(F)F)c2)cc(OC)c1OC
 : 9.3	74.0	-2.3	12.5	80.7	-1.9	-5.9	-0.5	nt	3.8
CC(=O)Nc1ccc(-c2csc(NC(=O)C3CCN(S(=O)(=O)c4cccs4)CC3)n2)cc1
 : 67.9*	51.5	2.9	0.5	44.5	-3.4	-41.2	-1.1	-22.2	3.0
CCCCCCCCn1c(=O)c(C(=O)OCC)c(O)c2ccccc21
 : 17.6	98.2	39.1*	0.0	104.2	0.8	16.2	0.2	16.6	2.0
O=S(=O)(CCc1nc2ccccc2s1)c1ccc(Cl)cc1
 : 13.6	90.8	1.3	-8.0	91.8	-2.4	-15.1	7.2	-10.7	nt
O=C(CN(Cc1ccccc1F)C(=O)Cn1nnc(-c2cccs2)n1)NC1CCCCC1
 : 13.4	84.0	-8.8	-4.1	79.4	-0.1	-8.8	0.2	-7.1	3.0
COc1ccc(C)cc1N(C(=O)COc1ccccc1)c1nc2ccccc2s1
 : 11.3	71.8	-2.7	-5.7	55.9	-3.0	-10.7	8.9	-7.3	-5.4
Cc1c(NC(=O)Nc2ccc3c(c2)OCO3)c(=O)n(-c2ccccc2)n1C
 : 1.5	94.8	-9.1	-5.3	97.6	-1.1	-54.0	0.7	-13.2	-0.8
Cc1nnc(SCC(=O)N2CCN(c3ccccc3)CC2)n1-c1ccccc1
 : 5.4	94.0	-1.4	-1.3	93.1	-1.0	-16.1	1.5	5.3	-2.8
C/C=C(/C)C(=O)OC1c2c(ccc3ccc(=O)oc23)OC(C)(C)C1OC(C)=O (centres undefined)
 : 31.4	63.8	nt	-1.5	62.8	-2.0	-22.2	7.5	-11.6	nt
Cc1cc(C)n2nc(C(=O)Nc3ccc4c(c3)OCO4)cc2n1
 : 7.2	95.7	-5.5	-1.5	96.7	0.9	-9.8	-0.4	-5.6	1.2
C[N+]1(CC2COC3(CCCCC3)O2)CCCC1 (centres undefined)
 : -0.3	93.5	11.7	12.8	98.1	0.1	-5.5	1.2	nt	-2.2
Cc1ccc(N(CC(=O)N2CCOCC2)S(=O)(=O)c2ccccc2)cc1
 : 8.3	88.5	-5.5	-2.4	87.5	-2.2	-23.4	1.3	35.3	nt
CCN=C1S/C(=C\c2sccc2C)C(=O)N1CC
 : 14.8	81.8	-7.8	5.5	83.9	1.4	-35.1	5.3	nt	-9.2
Cc1ccc(C2CC(c3cccs3)n3nc(N)nc3N2)cc1 (centres undefined)
 : 16.0	92.4	-6.3	-0.1	79.7	-0.8	9.9	0.4	10.0	-1.3
Cc1ccc(N2CCN(C(=O)N3CCCC3)CC2)cc1Cl
 : 4.6	102.7	-26.8	-4.6	84.3	0.4	-45.4	-2.5	3.9	0.4
C/C=C/C=[N+](\[O-])C(C)/C(=N/O)c1ccc(F)cc1 (centres undefined)
 : 18.7	109.4	-0.3	15.3	108.6	-0.3	-13.5	0.6	nt	-0.8
Oc1ccccc1-c1cc(C(F)(F)C(F)F)nc(-c2ccccc2)n1
 : 3.3	97.3	-8.2	-12.3	88.7	-0.8	-41.7	3.0	nt	0.9
COc1ccc(NCc2nc3ccccc3n2CCOc2ccc(C)cc2)cc1
 : 20.3	29.0	4.8	-19.2	50.6	-3.5	92.3*	0.3	16.4	nt
COc1cc2c(cc1OC)C(CC#N)=NC(C)(C)C2
 : 5.6	89.7	-2.6	-3.0	94.0	-2.9	-25.5	14.6	13.5	-0.6

Further results follow.
Every second line gives: Measles CPE	HCT116 bCat-KO	Yeast life ext	GALR2 blocker	HCT116 PTEN-null	MRP1 act	Yeast growth inh	NPY-Y2 antag	E-sel TNF inh	Phagocytosis inh
CCOCCCn1c(=S)[nH]c2cc(C(=O)NCCOC)ccc2c1=O
 : 2.9	82.8	-1.5	1.1	94.0	-2.3	-34.9	2.0	9.6	1.7
O=C(NCCN1CCc2ccccc2C1)Nc1ccc(F)cc1
 : 2.1	98.4	-0.9	22.7	103.7	-0.2	-21.2	-0.6	24.3	-0.4
CCCS(=O)(=O)N1CCCC(c2nc(-c3ccc(OC)cc3)no2)C1 (centres undefined)
 : 3.1	91.1	-13.1	-5.6	110.5	-0.2	-68.2	4.1	-2.6	-0.8
COc1ccccc1NC(=O)Cn1nnc(-c2ccccc2NS(=O)(=O)c2ccccc2)n1
 : 23.1	64.9	-2.6	2.8	66.2	-2.6	-26.9	1.3	nt	-6.0
CC(=O)N=C1SC2CS(=O)(=O)CC2N1c1ccccc1Cl (centres undefined)
 : 17.4	93.0	-5.4	-7.0	97.0	-0.5	-24.6	-1.1	-18.4	-0.5
Cc1ccc(C(=O)NN(CCC(=O)NC(C)(C)C)C2=NS(=O)(=O)c3ccccc32)cc1
 : 6.8	90.2	2.4	-8.9	99.6	-2.4	-11.5	3.9	-13.0	-5.2
O=C(C1CC(c2ccccc2O)=NO1)N1CCCC1 (centres undefined)
 : 4.0	106.5	-9.2	2.7	100.2	1.1	-29.0	-1.2	-26.4	-1.7
CCS(=O)(=O)N1CCC(C(=O)NCc2ccc(F)cc2Cl)CC1
 : 15.9	102.3	-3.7	4.2	105.2	0.1	-34.0	4.5	2.3	nt
Fc1ccccc1COc1ccc(-c2nnn(Cc3ccccc3F)n2)cc1
 : 16.7	94.1	-1.4	-19.6	97.0	4.5	-7.8	11.2	nt	0.0
CCC(C)NC(=O)c1ccccc1NC(=O)/C(=C/c1ccc(OC)cc1)c1ccccc1 (centres undefined)
 : 8.5	90.0	-3.9	-2.2	77.7	0.9	-35.6	3.7	3.9	-10.7
Cc1cc(C)nc(SCC(=O)Nc2ccc(Br)cn2)n1
 : 18.0*	82.6	3.5	3.8	81.8	-1.1	-41.2	0.2	21.9	-3.8
Cc1nc2nc(SCC(=O)NCCN3CCOCC3)nn2c(C)c1Cc1ccccc1
 : 3.8	96.0	-7.0	-1.7	101.7	0.0	-60.9	3.5	1.8	1.3
Cc1cc2ccccc2n1CCNC(=O)Cc1ccccc1
 : 4.5	87.4	-13.8	-8.2	99.2	-1.5	-10.3	0.3	-1.5	-0.4
COc1ccc(OC)c(NC(=O)C2CCCN(S(=O)(=O)c3cccc4nonc34)C2)c1 (centres undefined)
 : 19.5	101.0	-5.4	3.8	102.5	-0.3	-76.0	3.6	-37.0	0.1
Cc1cc(Oc2ccc(-c3ccccc3)cc2)nc(N2CCOCC2)n1
 : 20.6	85.5	-21.7	-11.6	91.6	0.3	-47.7	0.9	16.7	nt
O=C(O)CCCCCCCCCC(=O)c1cccs1
 : 2.8	102.7	-15.6	3.1	94.0	-1.2	-9.7	2.7	0.3	1.3
CCN(c1ccccc1)S(=O)(=O)c1ccc(Cl)c(NC(=O)Nc2ccc(Cl)cc2C#N)c1
 : 6.7	41.8	3.9	0.7	41.4	-3.6	-45.8	2.3	nt	-2.3
NC1=NC(c2ccc(F)cc2)n2c(nc3ccccc32)N1 (centres undefined)
 : 6.2	99.8	-4.8	14.6	107.3	-1.1	-18.4	3.0	-15.4	-0.3
COc1ccc(C2CC(=O)C3=C(C2)Nc2ncnn2C3c2ccccc2C)c(OC)c1 (centres undefined)
 : 5.7	92.1	-1.5	5.6	86.4	-4.5	-27.1	0.8	-26.6	-0.8

Bioassay records as filed in PubChem.
